# S3 lipid droplet: qHTS Assay for Lipid Storage Modulators in Drosophila S3 Cells; Potency in µM for hits, for the others lipid storage change, negative = inhibition, % at the top dose, mostly 46.1 µM; Drosophila S3 cells, BODIPY lipid droplet fluorescence, 18-24 h; cells fed with added oleic acid; 0.64% of 320,000 active; AID 2685; active means well fitted inhibition curve with a large enough effect in the signal ratio, with a control signal flat, not every such curve was filed as active; inconclusive means small, poorly fitted or top-dose-only effect, or effect the other way, or a change in a side signal; the % refers to the signal ratio
#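 Laser-scanning cytometry quantifies lipid droplet accumulation (500–530 nm total intensity; droplet/cell object ratio) in oleic acid-fed (400 uM added) Drosophila S3 cells treated with a concentration series. 20 uM Triacsin C defined 100% inhibition.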
# S3 lipid droplet cell count max: also measured in S3 lipid droplet; calls as there; cell number change, %; measured here: cell count max response;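 cells counted by Cell Tracker Red CMTPX staining in the red channel; peak over a dose series mostly up to 46.1 µM; percent activity relative to internal control wells on each plate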
# * hit, by the source's call; i = inactive; u = inconclusive; x = no result given. On the % scale 0 is the no-effect control and ±100 the full control effect; potency means the concentration at half of the fitted maximal effect.
S3 lipid droplet cell count max	S3 lipid droplet	smiles
x	u	O=C(Nc1ccc(F)cc1)N(Cc1cccs1)Cc1cc2cc3c(cc2[nH]c1=O)OCO3
-2	1%	COc1cc(/C=N/NC(=O)c2cccnc2)ccc1OC(=O)c1ccc([N+](=O)[O-])cc1
6	18%	COC(C(=O)N/N=C(\C)c1ccc(O)cc1)c1ccccc1 (configuration not stated)
x	u	C[c-]1[c-](C)[c-](C)[c-](C)[c-]1C.[Fe].c1cc2nccc(N3CCCC3)[c-]2c1 (configuration not stated)
x	u	CCCOC(c1ccccc1)(c1ccccc1)C(Oc1nc(C)cc(C)n1)C(=O)O (configuration not stated)
14	14%	Cc1ccc(NC(=S)c2ccncc2)c(C)c1
-18	-8%	Cc1ccc(-n2nc(-c3ccccc3)cc2Nc2ccccc2N)cc1
x	u	COc1ccccc1C(=O)N/C(=C\c1cn(S(=O)(=O)N(C)C)c2ccccc12)C(=O)N1CCOCC1
26	i	CCOC(=O)c1ccc(CC2SC(N)=NC2=O)cc1 (configuration not stated)
-9	-20%	Nc1ccc(Cl)c(S(=O)(=O)Nc2cccc(Cl)c2)c1
x	u	Cn1c2c(c(=O)n(C)c1=O)C(C(F)(F)F)(C(F)(F)F)N=C(c1ccc(Cl)cc1)N2
x	u	CC(=O)/C=C\c1cn(-c2ncc(C(F)(F)F)cc2Cl)c2ccccc12
5	-4%	CCOc1ccc(C(CC(=O)O)NC(=O)C23CC4CC(CC(C4)C2)C3)cc1 (configuration not stated)
-1	-9%	Cc1ccccc1C(=O)NC1CCN(CC(=O)Nc2ccccc2Cl)CC1
x	u	O=C(CSC1=NC(=O)C(c2ccccc2)C(=O)N1)Nc1ccccc1[N+](=O)[O-] (configuration not stated)
x	u	COc1ccc(CN2CCC(C(=O)Nc3ccc(Oc4cccnc4)cc3)CC2)cc1
x	u	O=C(CSc1nnc(NC(=O)c2ccccc2F)s1)NCC1CCCO1 (configuration not stated)
0	0%	O=C(NCc1ccco1)/C(=C/c1ccco1)NC(=O)c1ccco1
x	u	COc1ccc(N2CCN(C(=O)c3cn(CC4CCCCC4)nn3)CC2)cc1
13	9%	O=C(O)Cc1sc(Nc2cccc3ccccc23)nc1-c1ccc(Cl)cc1
-11	-7%	COCCN(C(=O)CSc1nc2ccc(C)cc2[nH]1)c1c(N)n(Cc2ccccc2)c(=O)[nH]c1=O
x	u	O=C(N/N=C/c1sc(=O)n(-c2ccccc2)c1Cl)c1ccccc1
x	u	N#Cc1cn(CC(=O)NCC2CCCO2)c2ccccc12 (configuration not stated)
x	u	O=C(CSc1nnc(CNC(=O)c2ccco2)o1)Nc1nc2ccccc2s1
x	u	Cc1ccc(C(=O)CCNc2ccccc2)o1
-9	11%	CNn1cnc2ccsc2c1=O
-13	3%	COc1cc(C2N(c3ccc(Cl)c(Cl)c3)C(=O)C3CCCN32)cc(OC)c1OC (configuration not stated)
3	-34%	COc1ccccc1CC(NC(C)=O)C(=O)NC1CCN(C(=O)c2cccc(Cl)c2)CC1 (configuration not stated)
x	u	Cc1cc(-c2nnc(SCC(=O)Nc3ccc(F)c(F)c3)n2N)n[nH]1
x	u	Cc1ccc(S(=O)(=O)N2CCN(C(=O)CSc3nnnn3C)CC2)c(C)c1
13	24%	Cc1ccc(CNC(=O)CCCc2nc3ccccc3s2)cc1
x	u	OCCN1CCN(c2ncnc3c2sc2nc(N4CCOCC4)c4c(c23)CCC4)CC1
12	-13%	CC(C)c1ccc(/C=N/NC(=O)c2cc(-c3cccc([N+](=O)[O-])c3)n[nH]2)cc1
x	u	Cn1c(SCC(=O)c2ccccc2)nnc1-c1cnccn1
x	u	O=C(O)c1ccccc1-c1ccccc1C(=O)NCCc1ccccc1
-6	9%	COc1ccc(C[C@@H]2CN3C(=NC[C@@H]3Cc3ccc(O)cc3)N2C[C@H](C)NC(=O)CCC2CCCCC2)cc1
-6	-5%	CN1C(=O)C(CC(=O)Nc2ccccc2)S/C1=N/c1nccs1 (configuration not stated)
x	u	CNC(=O)c1ccc(NC(=O)c2cccc(C(F)(F)F)c2)cc1
0	-19%	CC(C)C(=O)Nc1ncc(Cc2ccc(Cl)cc2)s1
-10	12%	Cc1ccc(C)c(NC(=O)C2C3C=CC(O3)C2C(=O)O)c1 (configuration not stated)
x	u	Cc1nn(Cc2c(Cl)cccc2Cl)c(C)c1NC(=O)CCCn1nc(C)c([N+](=O)[O-])c1C
0	15%	COc1ccc(/C=C/c2nnc(NC(=O)COc3ccccc3)s2)cc1
x	u	Cc1ccc(/C=N/NC(=O)Cn2cnc3ccccc32)cc1
3	1%	CC1(C)CC(=O)C2=C(C1)NC(=O)CC2c1ccccc1F (configuration not stated)
x	u	Cc1ccc(CCN2CC(C(=O)NCCCN(C)Cc3ccccc3)CC2=O)cc1 (configuration not stated)
-3	9%	Cc1cccc(C(=O)N2CCc3ccccc3C2)c1[N+](=O)[O-]
2	8%	CCN1C(=O)/C(=c2\o/c(=C3\C=Cc4ccccc4N3CC)c(=O)n2CC)SC1=S
x	u	CN(C)S(=O)(=O)c1ccc(Cl)c(NC(=O)CN2CCCCCC2)c1
x	u	COc1ccccc1C(=O)Nc1ccc2c(c1)nc(CN1CCN(C(C)=O)CC1)n2C
x	u	CCn1nc(C)cc1C(=O)N1CCCC(C(=O)c2ccc(OC)cc2C)C1 (configuration not stated)
x	u	O=C(CSc1cn(CCNC(=O)c2ccccc2)c2ccccc12)NCC1CCCO1 (configuration not stated)
7	8%	Cc1cc(SCC(=O)OCC(=O)N(C)c2ccccc2)nc2ccccc12
-12	-5%	CC(=O)Nc1sc2c(c1C(c1ccc(Cl)cc1)N1CCOCC1)CCCC2 (configuration not stated)
4	7%	COCCN1Cc2cccc(C(=O)NC(C)CCc3ccco3)c2C1=O (configuration not stated)
x	u	c1ccc(CCc2cc3ccccc3[nH]2)cc1
x	u	COC(=O)c1ccc(CNC(=O)c2ccc(NS(=O)(=O)c3ccc4[nH]c(=O)[nH]c4c3)cc2)cc1
x	u	Cc1ccc(NC(=O)CS(=O)CC(=O)N(CC(=O)NC2CCCC2)c2cccc(C)c2C)cc1 (configuration not stated)
x	u	O=C1C2C3C=CC(C3=C3CCCCC3)C2C(=O)N1Cc1ccccc1 (configuration not stated)
x	u	Cc1ccc(CC(NC(=O)c2ccccc2)C(=O)NC(Cc2ccccc2)C(=O)O)cc1 (configuration not stated)
x	u	COc1ccc([C@H]2CC(=O)C=C(c3ccc(C)c4ccccc34)C2)cc1

# A different layout for five compounds above.
canonical_smiles	S3 lipid droplet cell count max	S3 lipid droplet
Cc1cccc(C(=O)N2CCc3ccccc3C2)c1[N+](=O)[O-]	-3	9%
CCN1C(=O)/C(=c2\o/c(=C3\C=Cc4ccccc4N3CC)c(=O)n2CC)SC1=S	2	8%
CN(C)S(=O)(=O)c1ccc(Cl)c(NC(=O)CN2CCCCCC2)c1	x	u
COc1ccccc1C(=O)Nc1ccc2c(c1)nc(CN1CCN(C(C)=O)CC1)n2C	x	u
CCn1nc(C)cc1C(=O)N1CCCC(C(=O)c2ccc(OC)cc2C)C1 (configuration not stated)	x	u

# The results go on.
S3 lipid droplet cell count max	S3 lipid droplet	smiles
x	u	COc1ccc(CN2CC[C@@H](N3CCOCC3)[C@H](O)C2)cc1F
x	u	COc1ccc([N+](=O)[O-])cc1NC(=O)c1ccc(C)o1
x	20%	CC(=O)Nc1ccc(NC(=O)c2ccc(NS(=O)(=O)c3cccc4cccnc34)cc2)cc1
2	0%	CC(C)C[C@H](NC(=O)CCCn1nnc2ccccc2c1=O)C(=O)O
2	-4%	Cc1cccc(-c2nc(CN3CCCC(C(=O)NC4CCCCCC4)C3)c(C)o2)c1 (configuration not stated)
10	21%	CN(C)c1nc(N(C)C)nc(N2CCCCC2)n1
x	i	Cc1cc(SCC(=O)N2CCC(c3noc4ccc(F)cc34)CC2)nc2ccccc12
3	5%	COc1ccc(NC(=S)NCc2cccs2)cc1
x	u	Cc1cc(C(=O)N2CCCC2)n[nH]1
4	i	OCCNc1nc(-c2ccccc2)c2cc(Br)ccc2n1
x	u	Cc1oc(-c2ccccc2F)nc1CN1CCC(C(=O)NC2CC2)CC1
x	u	Cc1cccc(C(=O)Nc2cccc(C(=O)Nc3cc(C)ccn3)c2)c1
-6	75%	CCOC(=O)c1ccc(NC(=O)CSc2nnnn2CCCO)cc1
x	u	Cc1noc(C)c1CN1C(=O)c2cccc([N+](=O)[O-])c2C1=O
x	u	CCCOc1ccc(C(F)(F)F)cc1NC(=O)c1cc(C)on1
x	u	O=C(COC(=O)c1ccccc1Nc1ccccc1)NCc1ccco1
x	u	CCC(Sc1nc2c(cnn2-c2ccccc2)c(=O)[nH]1)C(=O)OC (configuration not stated)
x	u	CCOc1ccccc1CN1CCNC(=O)C1CC(=O)N(C)Cc1nonc1C (configuration not stated)
8	3%	NC(=O)C1CCN(C(=O)C2CC(=O)N(Cc3ccccc3)C2)CC1 (configuration not stated)
1	-6%	CCc1ccccc1NS(=O)(=O)c1ccc2[nH]cc(C(=O)NCc3ccco3)c(=O)c2c1

# Reprinted at random: 2 compounds from above
S3 lipid droplet cell count max	S3 lipid droplet	smiles
x	u	O=C(O)c1ccccc1-c1ccccc1C(=O)NCCc1ccccc1
x	u	CCC(Sc1nc2c(cnn2-c2ccccc2)c(=O)[nH]1)C(=O)OC (configuration not stated)

# Continuation.
S3 lipid droplet cell count max	S3 lipid droplet	smiles
8	8%	Cc1[nH]c2ccc(C(=O)N3CCCC3)cc2c1C
x	u	O=C(CN1CCN(S(=O)(=O)c2ccc(Br)cc2)CC1)Nc1ccc2c(c1)OCO2
x	u	CCC(C)Nc1nc(-c2cccc(OC)c2O)nc2ccccc12 (configuration not stated)
x	u	O=C(Nc1cccc(F)c1)c1ccc(S(=O)(=O)N2CCCCC2)cc1
-2	15%	CSc1ccccc1NC(=O)COc1ccc(Cl)cc1Cl
-3	-2%	Cn1c(CC(=O)Nc2ccccc2)cc2ccccc21
x	i	CC(C)(C)SCCNC(=O)COc1ccc(Cl)cc1
-23	i	CC1CCN(S(=O)(=O)c2ccc3c(c2)c(=O)c(C(=O)N2CCOCC2)cn3C)CC1
x	u	O=C(C1Cc2ccccc2CN1S(=O)(=O)c1ccc(F)cc1)N1CCCCC1 (configuration not stated)
-17	1%	CCOC(=O)c1sc(C(=O)OCC)c(OCCO)c1OCCO
x	u	CCCCn1c(N)c(N(CCOC)C(=O)c2ccc(-n3c(C)ccc3C)cc2)c(=O)[nH]c1=O
-2	-13%	Cc1nc(C)c(/C(O)=C/c2nc3ccccc3oc2=O)s1
x	u	COc1ccc(-c2nnc3ccc(SCC(=O)N4CCCCC4)nn23)cc1OC
-5	12%	C=CCNC(=S)N1CCN(CCNC2=CC(=O)CC(C)(C)C2)CC1
x	u	Cc1ccc(C)n1NC(=O)c1ccc(Cl)cc1
x	u	CSc1cc(C)[nH]c(=O)n1
-10	9%	CC(C)n1cc([C@@H]2C[C@H]3CN(Cc4cccc(Cl)c4)C(=O)[C@]34CCCN24)cn1
-15	1%	Cc1nc(SCc2nc3ccccc3[nH]2)c2oc3ccccc3c2n1
3	3%	CCCCNC(=O)c1onc(CSc2ccc(C(C)C)cc2)c1C(=O)O
3	-16%	O=C(NCCc1ccc(Cl)cc1)C1CCC(=O)N1Cc1ccccc1Cl (configuration not stated)

# One compound at a time, as listed above. Values in the order: S3 lipid droplet cell count max | S3 lipid droplet
# Listed for CNn1cnc2ccsc2c1=O → -9 | 11%
# Listed for Cn1c2c(c(=O)n(C)c1=O)C(C(F)(F)F)(C(F)(F)F)N=C(c1ccc(Cl)cc1)N2 → x | u
# Listed for O=C(CSc1nnc(CNC(=O)c2ccco2)o1)Nc1nc2ccccc2s1 → x | u
# Listed for CC(C)n1cc([C@@H]2C[C@H]3CN(Cc4cccc(Cl)c4)C(=O)[C@]34CCCN24)cn1 → -10 | 9%
# Listed for Cc1ccccc1C(=O)NC1CCN(CC(=O)Nc2ccccc2Cl)CC1 → -1 | -9%

# More compounds
S3 lipid droplet cell count max	S3 lipid droplet	smiles
1	0%	CNC(=S)NCc1ccc2[nH]c(C)cc2c1
x	u	COC(=O)c1ccc(NC(=O)CN2C(=O)CC(C)S(=O)(=O)c3ccccc32)cc1 (configuration not stated)
-2	-16%	Cc1ccc(C(=O)N/C(=C\c2ccc(Cl)cc2)C(=O)NCCCN2CCOCC2)cc1
-1	25%	Cc1ccc(-c2ccc(=O)n(CC(=O)NCCC(C)C)n2)cc1
1	-1%	Cc1nnsc1S(=O)c1ccc(Cl)c(Cl)c1 (configuration not stated)
x	16%	CC(=O)Nc1ccc(N=C(C2=C(O)c3ccccc3C2=O)c2ccccc2)cc1
x	u	Cc1cc(C(=O)N(C)Cc2ccc(Br)cc2)no1
-2	20%	COc1ccc(-c2cc(C(=O)NCC3CCCO3)c3ccccc3n2)c(OC)c1 (configuration not stated)
x	9%	NNC(=O)c1cnn(-c2ccccc2)c1-n1cccc1
x	u	COC(=O)c1sccc1NC(=O)CSc1ccccc1NS(=O)(=O)c1ccccc1Cl
x	u	O=C(COc1cccc(NC(=O)c2ccco2)c1)c1ccc(F)cc1
2	-9%	COC(=O)c1cc(C(=O)OCC(=O)N2c3ccccc3NC(=O)C2(C)C)cc([N+](=O)[O-])c1
x	u	COCCCNc1oc(-c2ccccc2OC)nc1C#N
x	u	COc1ccccc1NC(=O)c1ccc(N2CC3CC(C2)c2cccc(=O)n2C3)c(NC(=O)c2cccnc2)c1 (configuration not stated)
x	u	Cc1ccc(C(=O)COC(=O)CNC(=O)CN2C(=O)c3ccccc3C2=O)cc1
-9	-21%	Cc1onc(-c2ccc(Cl)cc2)c1-c1ccnc(SCC(=O)Nc2cc(Cl)cc(Cl)c2)n1

# Screening data: PubChem, National Center for Advancing Translational Sciences (NCATS)

# A portion of the library; count on the stated rates, not on these rows.
